Mtb RmlCD inh – blocks M. tuberculosis RmlC and RmlD coupled enzymes; P9WH09+P9WH11; RmlC+RmlD coupled enzyme assay, percent inhibition; primary screen in compound mixtures; inhibition, % at 3.6 µM; actives 0.03% (n = 160,000); in the data active = inhibition mostly above about 34%, no sharp cut-off; note: some results filed as inactive read as strong as hits
Target sequence (P9WH09 whole entry, looked up): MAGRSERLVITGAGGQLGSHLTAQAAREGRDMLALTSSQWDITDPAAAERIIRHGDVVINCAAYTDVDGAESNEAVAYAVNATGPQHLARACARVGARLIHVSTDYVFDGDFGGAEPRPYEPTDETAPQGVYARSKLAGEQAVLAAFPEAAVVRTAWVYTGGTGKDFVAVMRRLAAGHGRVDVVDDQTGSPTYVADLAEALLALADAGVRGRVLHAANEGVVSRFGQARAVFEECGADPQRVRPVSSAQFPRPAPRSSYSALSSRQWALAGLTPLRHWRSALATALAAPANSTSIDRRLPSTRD
Target sequence (P9WH11 whole entry, looked up): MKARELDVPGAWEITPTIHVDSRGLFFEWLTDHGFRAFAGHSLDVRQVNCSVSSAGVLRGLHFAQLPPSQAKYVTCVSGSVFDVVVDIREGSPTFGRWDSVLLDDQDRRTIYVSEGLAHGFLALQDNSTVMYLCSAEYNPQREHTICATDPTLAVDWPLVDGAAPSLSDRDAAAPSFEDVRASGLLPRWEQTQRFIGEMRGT
M. tuberculosis GlmU – inhibition of mycobacterial GlmU enzyme – biochemical, glucosamine-1-phosphate acetyltransferase (AID 1376); actives 0.25% (n = 220,000); M. tuberculosis GlmU acetyltransferase enzyme assay; higher % means a stronger effect; one-dose inhibition, %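 (tested at 30 µM in the primary screen)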; IC50 in µM for titrated hits; in the data active = inhibition above about 13%;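 note: 0% = complete reaction with vehicle and 100% = reaction without substrate; strong numbers were not always called active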
Numbers without * were called inactive; x = no result given.

compound	M. tuberculosis GlmU	Mtb RmlCD inh
Cc1cc(C(=O)NCCc2ccc(S(N)(=O)=O)cc2)no1	3.2%	-15
CC(C)N(Cc1nccn1C)C(=O)c1cc(COc2ccc3ncccc3c2)on1	1.9%	-4
Cc1ccc(S(=O)(=O)NC(C(=O)O)c2ccccc2)cc1 (stereo not given)	3.6%	-12
CCC(C)N=Cc1c(NCc2ccco2)nc2c(C)cccn2c1=O (stereo not given)	2.9%	9
CCC1CSC(Nc2ccc(C(=O)/C=C/c3cccc(C)c3)cc2)=N1 (stereo not given)	1.1%	-2
O=c1c[n+]([O-])c2ccccc2n1OCc1c(F)cccc1F	-0.8%	7
COc1ccc(OC)c(NC(=O)c2ccc(CN(c3cc(Cl)ccc3C)S(=O)(=O)c3ccccc3)cc2)c1	0.7%	x
CCN(CC)CCC(c1ccc(OC)cc1)c1c(O)cc(OC)cc1OC (stereo not given)	1.1%	11
O=C(COc1ccccc1)N(Cc1ccco1)c1ccc(O)cc1	-5.7%	x
CCOC(=O)c1cc(C(=O)NN)c(C)nc1C	-1.2%	0
Cc1ccc(S(=O)(=O)NC(=O)NCc2ccc3c(c2)OCO3)cc1	2.3%	x
O=C(Nc1ccc(C(=O)O)cc1)Nc1cccc([N+](=O)[O-])c1	2.2%	x
CCc1nn2c(=O)cc(CSc3nc(C)cc(=O)[nH]3)nc2s1	2.4%	-9
Cc1ccc2occ(/C=C/C(=O)c3ccccc3O)c(=O)c2c1	7.7%	x
CCN(c1cccc(C)c1)C(C(=O)Nc1ccc(OC)cc1)c1cc2c(cc1[N+](=O)[O-])OCO2 (stereo not given)	2.3%	4
Cc1cc(C(F)(F)F)c(C#N)c(N2CCOCC2)n1	-2.9%	-2
CC(C)c1cc(C(=O)O)n(-c2ccccc2)n1	-1.2%	-7
Cn1ncc2c(Sc3ccc(Cl)cc3)ncnc21	-2.1%	5
COc1cc(-c2nnn(CC(=O)NCc3ccccc3)n2)cc(OC)c1OC	-8.8%	15
Cc1cc(Oc2ccccc2)nc(SCC(=O)Nc2ccc(Cl)c(Cl)c2)n1	7.0%	x
COc1ccc(-c2nc(NC3=NCCCCC3)sc2C)cc1	-3.8%	1
C/C(=N\NC(=O)c1cc(C)[nH]n1)C(C)(C)C	6.6%	-11
Cc1ccc(S(=O)(=O)CC(=O)N2CCCCCC2)cc1	1.8%	96
COC(=O)C1=C(c2cc3ccccc3s2)C[C@@H]2CC[C@H]1N2C(=O)NC(C)C	1.1%	x
CC(NC(=O)Nc1ccccc1)c1ccccc1 (stereo not given)	0.7%	x
O=C(Nc1ccncc1)C1c2ccccc2Oc2ccccc21	2.8%	x
O=c1c2ccccc2nc(-c2ccco2)n1-c1nc2ccccc2s1	2.3%	-9
O=C(Nc1ccccc1C(F)(F)F)N1CCCCCC1	0.5%	x
NS(=O)(=O)c1ccc(CCNC(=O)c2cc(-c3cccs3)nc3ccccc23)cc1	-0.2%	-10
CC(C)(C)c1ccc(/C=N/OCC(=O)NCc2ccc(F)cc2)cc1	6.9%	x
CCCCNC(=S)N=Nc1c(O)n(Cc2ccccc2)c2ccccc12	1.7%	1
COCc1c(C(C)C)nc(C(C)C)c(/C=C/[C@@H](O)C[C@@H](O)CC(=O)O)c1-c1ccc(F)cc1	-0.5%	x
Cc1ccccc1C(=O)N1CCC(C(=O)Nc2ccc(S(=O)(=O)N(C)C(C)C)cc2)CC1	1.5%	37
Cc1cccc(NC(=O)c2c(C)nc3ccccn23)c1	1.0%	x
NC1=NN=C(N2N=C(c3ccc(Br)cc3)CC2(O)C(F)(F)F)n2ncnc2C1 (stereo not given)	2.3%	9
COc1ccccc1/C=C/C(=O)NCC(=O)N/N=C/c1ccccc1[N+](=O)[O-]	2.9%	3
COc1cc2cc(CN(CCCO)S(=O)(=O)c3ccccc3)c(=O)[nH]c2cc1OC	-3.4%	-18
O=C(CN(c1ccccc1)S(=O)(=O)c1ccc(Cl)cc1)Nc1ccccc1C(=O)N1CCCC1	6.8%	x
O=C(Nc1ccncc1)C1COc2ccccc2O1 (stereo not given)	-0.2%	x
CC(C)NC(=O)CSc1nc(Cc2cccs2)nc2ccccc12	-1.5%	x
Cc1ccc(CCC(=O)Nc2ccc(S(N)(=O)=O)cc2)o1	-4.8%	-10
COc1ccc(-c2nnc3ccc(SCC(=O)N4CCOCC4)nn23)cc1	-0.9%	x
Nc1nonc1C(=O)NC(c1ccccc1)c1ccccc1	-4.9%	2
Cc1ccc([N+](=O)[O-])cc1NC(=O)c1ccc(CSc2ccccc2)cc1	-0.7%	-22
CCn1c2ccccc2c2cc(NC(=O)CSc3nnc(C4CC4)n3Cc3ccco3)ccc21	-1.3%	-10
CCCCSc1nnc(-c2ccc(OC)cc2)n1C	0.8%	7
CC(=O)N1N=C(c2cccc(Cl)c2)OC1c1cccc([N+](=O)[O-])c1 (stereo not given)	-3.3%	2
O=C(CNC(=O)C1CCCCC1)Nc1ccc(Cl)cc1	3.5%	-7
COc1ccc(N2CCN(CCCNC(=O)Nc3ccccc3)CC2)cc1	-2.9%	7
Cc1cccc(C)c1NC(=O)CNC(=O)c1c(C)nn(C)c1Cl	1.8%	-3
CCOC(=O)CCCCC(=O)c1[nH]c(=O)[nH]c1C[n+]1ccccc1	-1.1%	7
CN(O)/C=C/C(=O)c1ccc(Br)cc1	-9.6%	-7
CCOC(=O)NC1(Nc2cccc(Cl)c2)Oc2ccccc2O1	2.2%	21
N#Cc1ccccc1Sc1ccccc1C(=O)OCC(N)=O	7.0%	-8
CC1CN(S(=O)(=O)c2cccc(C(=O)NCc3ccc4c(c3)OCO4)c2)CC(C)O1 (stereo not given)	4.1%	10
COc1ccc(Nc2nc(N)nc(CN3CCC(Cc4ccccc4)CC3)n2)cc1	-7.1%	-9

Compounds above containing a cyano group (two):
compound	M. tuberculosis GlmU	Mtb RmlCD inh
Cc1cc(C(F)(F)F)c(C#N)c(N2CCOCC2)n1	-2.9%	-2
N#Cc1ccccc1Sc1ccccc1C(=O)OCC(N)=O	7.0%	-8

Later entries.
compound	M. tuberculosis GlmU	Mtb RmlCD inh
CCOC(=O)CSC1=C(C#N)C(=O)NC(c2ccc(OC)cc2)S1 (stereo not given)	-0.9%	x
Cc1ccc(C)c(C(=O)NC(C)CCc2ccccc2)c1 (stereo not given)	1.6%	10
O=S1(=O)N=C(N2CCN(Cc3ccccc3)CC2)c2ccccc21	-4.1%	-9
CCc1nn(C(C)C(=O)NCCN2CCN(c3cccc(C)c3C)CC2)c(=O)c2cc3occc3n12 (stereo not given)	-1.8%	x
O=C1Nc2ccccc2N(O)N1c1cc(-c2ccc(Cl)cc2)[nH]n1	-4.5%	8
CN(C)S(=O)(=O)c1cccc(NC(=O)COc2cccc(C#N)c2)c1	-3.5%	83
COc1cc(/C=C(/NC(=O)c2ccccc2)C(=O)Nc2ccc(O)cc2)c([N+](=O)[O-])cc1OC	-3.9%	32
CCOC(=O)/C(C#N)=C/Nc1ccsc1C(C)=O	2.0%	-6
COc1ccc(OCC(=O)N2CCOCC2)cc1	3.1%	x
CCCC(=O)Nc1ccc2oc(-c3ccncc3)nc2c1	-1.3%	12
O=C(O)/C=C/C(=O)NNC(=O)c1ccc(Cl)cc1Cl	-3.1%	-10
CCOC(=O)C1=C(CC)OC(N)=C(C#N)C1c1ccc(NC(C)=O)cc1 (stereo not given)	4.0%	x
Cc1ccc(NC(=S)NCCCN2CCOCC2)cc1	1.7%	-14
Cc1ccc(C=Nc2cccnc2N)cc1	-1.7%	x
CCn1nc(C(=O)OCC(=O)c2ccc3c(c2)OCCO3)c2ccccc2c1=O	-2.2%	-8
Cc1ccc(-c2nc(Nc3ccc(N4CCOCC4)cc3)c3ccccc3n2)cc1	1.6%	5
Cc1ncoc1C(=O)Nc1ncc([N+](=O)[O-])s1	-3.0%	-2
COc1ccc(S(=O)(=O)Cc2ccc(C(=O)N3CCN(c4ccc(Cl)cc4)CC3)o2)cc1	3.7%	x
O=C(O/N=C1/CCCc2occc21)c1ccc(F)cc1	0.7%	x
Cc1ccc(NC(=S)N2CCN(S(=O)(=O)c3c(F)cccc3F)CC2)cc1C	-1.6%	66
Cn1c(SCC(=O)N2CCc3ccccc3C2)nnc1-c1cccs1	-2.2%	7
CCOC(=O)CNC(=O)C1(c2ccccc2)CCCC1	2.5%	-7
CN(C)c1nc(Oc2ccc(N)cc2)nc(N(C)C)n1	3.3%	12
COc1ccc(NC2=NCC(=O)N2c2ccccc2F)c(OC)c1	-2.0%	x
Cc1ccc(CNC(=O)c2ccc(NC(=O)CCS(=O)(=O)c3cccs3)cc2)cc1	6.5%	-11
Cc1ccc(C(=O)N/C(=C\c2ccco2)C(=O)NCc2cccnc2)cc1	0.7%	1
O=C(NCc1ccccc1Cl)NCc1ccccc1Cl	0.5%	-1
CCOc1cc(S(=O)(=O)NCc2cccnc2)c(C)cc1C	-1.9%	x
CCn1c2ccccc2c2cc(/C=N/n3c(C)nnc3C)ccc21	7.7%	x
Fc1ccc(C2=NNC(=NCc3ccccc3)SC2)cc1F	5.2%	2
CCOC(=O)N1CCN(CC(=O)Nc2cc(OCC)ccc2OCC)CC1	-0.4%	-11
Cc1ccc(-n2c3c(c(=O)[nH]c2=O)C(C(F)(F)F)(C(F)(F)F)NC(=O)N3)cc1	1.8%	41

At a glance, some entries already given:
compound	M. tuberculosis GlmU	Mtb RmlCD inh
CCOC(=O)N1CCN(CC(=O)Nc2cc(OCC)ccc2OCC)CC1	-0.4%	-11
Cc1ccc(-n2c3c(c(=O)[nH]c2=O)C(C(F)(F)F)(C(F)(F)F)NC(=O)N3)cc1	1.8%	41

Profiles, looked up by structure. Order of screens: M. tuberculosis GlmU | Mtb RmlCD inh
Results for Cc1ccc(CNC(=O)c2ccc(NC(=O)CCS(=O)(=O)c3cccs3)cc2)cc1 = 6.5% | -11
Results for Fc1ccc(C2=NNC(=NCc3ccccc3)SC2)cc1F = 5.2% | 2

Carrying on:
compound	M. tuberculosis GlmU	Mtb RmlCD inh
O=C(NC1CCCCC1)C(c1ccccn1)N(C(=O)c1csnn1)C1CCCCC1 (stereo not given)	-3.0%	-14
CC(C(=O)N1CCOCC1)(c1ccccc1)c1ccccc1	-3.2%	8
CCCCOC(=O)Nc1nnc(-c2ccccc2OC)s1	-0.3%	-12
CCC(CC)c1nc(C#N)c(NC(C)c2ccccc2)o1 (stereo not given)	3.9%	5
COc1ccc2nc(NC(=O)C3CCCO3)sc2c1 (stereo not given)	1.1%	x
Cc1ccc(-n2c(O)c(C=NCc3ccco3)c(=O)[nH]c2=S)cc1C	2.8%	2
c1ccc(Cc2nnc3sc(-c4ccco4)nn23)cc1	4.2%	x
COc1ccc(C2CC(c3ccc(Br)cc3)=NN2C(=O)CN2CCCC2)cc1 (stereo not given)	-8.5%	3
Cc1cccc(C)c1-n1c(C)nn(CCOc2ccccc2)c1=O	0.2%	-3
O=C(Nc1ccccc1C(=O)N1CCCCCC1)c1ccccc1	7.8%	7
COc1cccc(OCC(O)CO)c1 (stereo not given)	x	7
CN1CCc2c(n(CC(O)CNCc3ccccc3)c3ccccc23)C1=O (stereo not given)	-2.2%	8
O=C1CN(C(=O)Cn2ncc(Cl)c(Cl)c2=O)c2ccccc2N1	-0.4%	-9
Nn1c(SCc2ccc(Br)cc2)nnc1-c1cccnc1	9.6%	x
Cc1cc(OCC(=O)Nc2cnn(CCCC(=O)O)c2)ccc1[N+](=O)[O-]	-3.7%	x
CCOc1cc(N2CCOCC2)c(OCC)cc1NCC(=O)N1CCN(Cc2ccccc2)CC1	-5.5%	4
Cc1ccnc(NC(=O)CCC(=O)N(CC(=O)NC2CCCCC2)CC2CCCO2)c1 (stereo not given)	-3.2%	18
Cc1cc(C)n(-c2cc(N3CCN(C(=O)c4ccccc4C)CC3)ccc2[N+](=O)[O-])n1	2.5%	x
CN(CC(=O)NC1CCCCC1)S(=O)(=O)c1ccc(Br)s1	1.7%	6
O=C(Nc1cccn(Cc2c(Cl)cccc2Cl)c1=O)c1ccc(Cl)cc1	-0.8%	-11
COc1ccc2c(C)cc(SCC(=O)Nc3ncc(Cl)cc3Cl)nc2c1	-3.0%	x
CC(C)NC(=O)c1onc(CSc2ccccc2)c1C(=O)O	-1.3%	x
NC(=O)C1CCN(C(=O)/C=C/c2cc(Br)ccc2F)CC1	2.1%	-12
CC(NC(=S)NCCCN1CCOCC1)C12CC3CC(CC(C3)C1)C2 (stereo not given)	0.6%	13
CCOC(=O)c1c(NC(=O)COC(=O)c2cc(OC)c(OC)cc2[N+](=O)[O-])sc(C)c1CC	0.9%	-1
CCOC(=O)c1ccc(N=NN(C)C)cc1	0.0%	6
Nc1ccccc1C#Cc1cnccn1	3.6%	x
COc1ccc(-c2ccc(S(=O)(=O)N3CCOCC3)cc2)cc1	1.9%	-8
COC(CNC(=O)CC1C(=O)N(Cc2ccccc2)C(C)c2nc3ccccc3n21)OC (stereo not given)	-0.3%	0
CCNC(=O)COc1ccc(Br)cc1Cl	2.9%	26
COc1ccc(NC(=S)Nc2cccc3cnccc23)cc1	4.7%	6
CCOc1ccc(S(=O)(=O)NCc2ccccn2)cc1	0.3%	-5
COc1ccc(CN2C(=O)CSC2c2ccncc2)cc1 (stereo not given)	-0.7%	x
Cc1ccc(S(=O)(=O)N2CCN(S(=O)(=O)N3CCCCC3)CC2)cc1	-1.4%	-5
CCCCN(C(=O)NC(=O)Nc1ccccc1OC)S(C)(=O)=O	4.2%	-1

The list is partial. The share of hits here may be higher or lower than overall.
